# S100A4 inh HTS = inhibitors of S100A4-myosin IIA peptide binding, primary screen, biochemical, fluorescence polarization, TAMRA-MyoIIA peptide; Protein S100-A4 (Homo sapiens), P26447; inhibition, % at 10.7 µM; hit rate 0.14% among 360,000; AID 652163, 2013;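 active means mean inhibition of at least 70% across replicates, with every replicate also reaching that level; inconclusive means mean inhibition reaches 70% but some replicates fall short; inactive means mean inhibition below 70%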
# Target sequence (P26447 whole entry, looked up): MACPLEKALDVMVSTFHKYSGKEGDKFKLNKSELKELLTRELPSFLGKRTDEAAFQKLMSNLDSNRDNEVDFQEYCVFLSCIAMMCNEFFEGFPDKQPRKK
#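 Test system: S100A4 monomer protein. Medium: HEPES buffer with Ca2+, pH 7.2. Reagent: fluorescent myosin IIA peptide, 5 nM. Compound dosing: single-point compound testing. Timing: 5 min between mix addition and reading. Benchmarks: DMSO neutral and TFP positive wells.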
# FN deposit inh = inhibitors of fibronectin matrix deposition, primary screen, AH1F cells, Alexa488-fibronectin fluorescence, plate reader; AH1F fibroblasts, overnight; AID 743247, 2014; inhibition, % at 12.6 µM; hit rate 0.086% among 350,000;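 active means mean inhibition across replicates of 30% or more, regardless of how many single replicates reach that level; inconclusive means mean under 30% yet at least half of replicates reach 30%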;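 further: positive control wells lacked labelled fibronectin entirely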
#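 Schedule: 1 h cell adhesion before compound, then overnight fibronectin incubation; test system: AH1F fibroblast monolayer depositing Alexa488-labelled fibronectin into matrix; quantity: 10000 AH1F cells per well; probe or stimulus: fluorescent fibronectin at 24 nM final; signal: fluorescence, ex 485 nm, em 525 nm; evaluation: percent inhibition as loss of matrix-bound fibronectin fluorescence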
# SIRT5 block = SIRT5 desuccinylase inhibitors, primary screen, biochemical, fluorescence imaging, single point, set 5; NAD-dependent protein deacylase sirtuin-5, mitochondrial (Homo sapiens), Q9NXA8; Purified SirT5, succinyl-peptide AMC, trypsin-coupled fluorescence; inhibition, % at 15 µM; hit rate 1.1% among 330,000; in the data active means inhibition above about 15%; inconclusive means no clear call, values can overlap the other calls
# Target sequence (Q9NXA8 whole entry, looked up): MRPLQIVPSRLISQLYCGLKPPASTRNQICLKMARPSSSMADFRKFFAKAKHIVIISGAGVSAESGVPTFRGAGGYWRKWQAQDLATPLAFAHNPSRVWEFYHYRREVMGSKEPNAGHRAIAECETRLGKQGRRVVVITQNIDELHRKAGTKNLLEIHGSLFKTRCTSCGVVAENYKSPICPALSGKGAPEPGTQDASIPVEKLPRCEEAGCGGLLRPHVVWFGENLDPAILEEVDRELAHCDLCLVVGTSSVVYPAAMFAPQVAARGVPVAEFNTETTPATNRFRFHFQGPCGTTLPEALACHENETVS
# CASP6 VEID inh = human caspase-6 inhibitors, primary screen, biochemical, VEID-R110 fluorescence, single point, set 2; purified caspase-6, Z-VEID-R110 cleavage fluorescence; inhibition, % at 12.5 µM; hit rate 0.53% among 350,000;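 active means mean inhibition across replicates at least about 35%, with every replicate also reaching that limit, limit read from the data; inconclusive means only one of the two criteria met; inactive means neither criterion met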;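 further: 0% = median of neutral control wells and 100% = no fluorescence left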
# Target sequence (P55212 24-179 limits assumed): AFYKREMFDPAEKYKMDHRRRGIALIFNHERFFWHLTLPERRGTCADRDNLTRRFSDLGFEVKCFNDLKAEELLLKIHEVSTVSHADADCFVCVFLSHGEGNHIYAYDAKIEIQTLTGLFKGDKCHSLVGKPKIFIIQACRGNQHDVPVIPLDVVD
# Target sequence (P55212 194-293 limits assumed): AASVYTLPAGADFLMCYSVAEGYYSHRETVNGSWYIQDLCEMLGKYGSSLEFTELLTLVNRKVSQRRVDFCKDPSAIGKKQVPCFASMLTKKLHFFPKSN
# Statin myotox sup = suppressors of statin myotoxicity in C2C12 myotubes, primary screen, cell-based, single point, plate reader; C2C12 myotubes + simvastatin, ATP luminescence, 48 h; scaled: DMSO 0, geranylgeraniol control 100; rescue of ATP level, % at 7.49 µM; AID 602340, 2012; hit rate 0.78% among 330,000;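 active means mean ATP rescue above about 67%, or every replicate alone reaching that limit, limit read from the data, passing the limit was not always enough; inconclusive means no clear call, values can overlap the other calls; inactive means mean under the limit and some replicate under it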;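 further: myotubes were challenged with 10 µM simvastatin during compound exposure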
# esBAF inh = Bmi1 luciferase reporter increase in mESCs, primary screen, esBAF inhibitor project, mouse ES cells, Bmi1 luciferase knock-in, single point | hit rate 2% among 350,000 | reporter increase, % at 12.5 µM | 24 h; 100% = twice the neutral-well signal; in the data active means activation above about 40%; inconclusive means no clear call, values can overlap the other calls;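 further: 0% = median of the plate's neutral control wells and 100% = double that signal; a rise in the Bmi1 reporter signal indicates esBAF inhibition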
# LGR2 inh = inhibitors of bursicon-induced LGR2 CRE-luciferase signal, primary screen, cell-based, HEK293, CRE-luciferase reporter, bursicon stimulation; Drosophila bursicon receptor LGR2 (rickets); bursicon-stimulated, 4 h; inhibition, % at 9.99 µM; hit rate 0.35% among 380,000;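 active means drop in luminescence signal, shown as inhibition above about 50% in the replicate tests, limit read from the data, passing the limit was not always enough; inconclusive means probably only some replicates passing the limit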;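 further: agonist challenge used bursicon conditioned medium at about half maximal strength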
# * marks the source's active call; other numbers are inactive results; ? = inconclusive; / = no result given; & = joins results of further samples. Only part of the results is shown; the hit share may differ from the screen's.
SMILES,S100A4 inh HTS,FN deposit inh,SIRT5 block,CASP6 VEID inh,Statin myotox sup,esBAF inh,LGR2 inh
COc1ccc(NC(=O)N(C)C[C@@H]2Oc3ccc(NC(=O)NC4CCCCC4)cc3C(=O)N([C@H](C)CO)C[C@H]2C)cc1,-13,/,-1,-2,-12,1,2
C[C@H](O)[C@@H]1CN2CCc3c([nH]c4ccccc34)[C@@H]2C[C@@H]1N(C)C(=O)Nc1ccc(F)cc1,-9,0,-1,-5,4,2,2
CO[C@H]1CN(C)C(=O)c2cc(NC(=O)C3CCC3)ccc2OC[C@H](C)N(Cc2ccc(F)cc2)C[C@@H]1C,10,-14,-4,0,-8,17,3
Cc1[nH]c(C)c(S(=O)(=O)N2CCN(c3ccc(Cl)cc3)CC2)c1C(=O)N1CCCC1,-2,2,-5,-3,0,-3,8
Cc1ccc(OCC(=O)Nc2ccc(NC(=O)c3cccs3)cc2)c(C)c1,-14,6,-4,2,-4,8,-2
CN(C)C(=O)c1cccc(-c2ccc([C@H]3[C@@H](CO)N(C(=O)C4CCCCC4)[C@H]3C#N)cc2)c1,4,6,0,-2,12,3,9
O=C(c1ccccc1)N1CC(=O)N2[C@H](C1)[C@@H](c1ccc(C3=CCCC3)cc1)[C@@H]2CO,4,/,3,1,/,/,8
Cc1cccc(OCC(=O)N/N=C/CC(C)c2ccccc2)c1C (configuration not stated),16,-4,2,2,/,/,1
O=C1NC[C@@H](CCCCN2CCN(Cc3ccccc3)C(=O)C2=O)N(CC2CCCCC2)C1=O,-2,-7,-4,10,/,/,/
CCCCSc1nc(O)cc(=O)n1CC,-2,2,1,0,-1,-2,-3
CCCCN1CC[C@H]2C=CC[C@@H](C(=O)NCc3ccc(OC)cc3)[C@H]2C1=O,2,-6,/,-1,-6,-3,10
COc1cc(/C=C2\SC(=S)N(NC(=O)c3ccc(O)c(OC)c3)C2=O)ccc1O,-8,5,3,0,102*,12,-12
O=C(c1cc(C(=O)N2CCOCC2)c2nc3ccccc3n2c1)c1cc(Cl)cc(Cl)c1O,-3,2,-1,2,4,-7,-2
Cc1noc(C)c1C(=O)Nc1nc(-c2ccc(F)cc2)cs1,-3,6,2,-3,-10,1,-14
Cn1c(CNc2ccc(F)cc2)nc2ccccc21,1,-4,1,-1,1,69*,-44

# Continued, overlapping the part above by 2 compounds.
SMILES,S100A4 inh HTS,FN deposit inh,SIRT5 block,CASP6 VEID inh,Statin myotox sup,esBAF inh,LGR2 inh
Cc1noc(C)c1C(=O)Nc1nc(-c2ccc(F)cc2)cs1,-3,6,2,-3,-10,1,-14
Cn1c(CNc2ccc(F)cc2)nc2ccccc21,1,-4,1,-1,1,69*,-44
COc1cccc(S(=O)(=O)N2[C@@H]3CNC[C@H]2C3c2ccc(/C=C/c3ccccc3)cc2)c1 (some centres not stated),-17&-18,-13&4,-5,-2&-6,/,/,18&-19
CC(=O)Nc1sc(C)c(C)c1C(=O)OCC(=O)N(CCC#N)c1cc(C)cc(C)c1,-4,/,-2,-2,/,/,11
CC(C)C[C@H](N)c1cn([C@@H](Cc2cc3ccccc3[nH]2)C(=O)N2CCNCC2)nn1,/,-1,/,/,1,7,20
COc1ccc(CN(C)C[C@H]2Oc3ccc(NC(=O)Cc4cn(C)c5ccccc45)cc3C(=O)N([C@H](C)CO)C[C@@H]2C)cc1,-11,/,3,4,6,-4,21
Cc1ccc(O)c(NC(=O)c2ccccc2-c2ccccc2C(=O)O)c1,1,-10,/,-2,25,4,12
O=C1/C(=C/c2cccnc2)Oc2cc(OS(=O)(=O)c3ccc(F)cc3)ccc21,4,/,-2,-3,3,5,17
OC[C@@H]1CC[C@@H]2O[C@H](CCc3ccc(-c4ccc(F)cc4)cc3)[C@@H](n3cc(C4CC4)nn3)C[C@@H]2O1,3,/,2,-2,/,/,/
Cn1c(=O)c2[nH]c(C=Cc3ccc4c(c3)OCO4)nc2n(C)c1=O,-8,-4,1,-3,/,/,1
C[C@H](CO)N1C[C@H](C)[C@@H](CN(C)Cc2ccc(Oc3ccccc3)cc2)Oc2cc(Br)ccc2S1(=O)=O,0&40,-3,-2&5,-2&0,-5,-11,-8&7
O=C(CCCCl)Nc1nc(-c2ccc3c(c2)OCCO3)cs1,-3,-4,-5,0,6,39,-71
N/C(=N\OCC(=O)Nc1ccccc1)c1nonc1N,-1,7,-1,-1,/,/,-16
C[C@@H]1CN([C@@H](C)CO)C(=O)c2cc(NS(=O)(=O)c3ccc(F)cc3)ccc2O[C@@H]1CN(C)Cc1ccccc1,5,/,7,1,-1,0,-5
C[C@H]1CN([C@@H](C)CO)C(=O)c2cc(C3=CCCCC3)cnc2O[C@@H]1CN(C)Cc1ccccc1C(=O)O,9,/,2,1,11,-2,4
O=C(O)c1cc(/C=N\O)ccc1OCc1ccccc1,/,0,/,/,-1,7,/
CCCNC(=O)N1[C@H](CO)[C@H](c2ccc(-c3ccccc3)cc2)[C@H]1CNC(C)=O,/,-23,/,/,8,8,-8
O=S(=O)(c1ccc(NC(=S)N/N=C/c2ccc(O)c(O)c2)cc1)N1CCOCC1,12,5,1,40*,-15,-8,-8
CN(C)c1ccc(CC(=O)N2CCCC(c3cc(C(=O)Nc4ccc(F)c(Cl)c4)no3)C2)cc1 (configuration not stated),-5,4,0,-1,7,9,-12
O=C(CSc1n[nH]c(-c2ccco2)n1)Nc1sc2c(c1C(=O)Nc1ccccc1)CCCC2,/,-9,/,/,5,-9,/
C[C@H](CO)N1C[C@H](C)[C@H](CN(C)C)Oc2ccc(NS(=O)(=O)c3ccc(Cl)cc3)cc2C1=O,5,/,7,3,-1,-2,8
CCCC(=O)N1CC2(C1)CN(S(C)(=O)=O)[C@@H](CO)c1c2c2ccc(OC)cc2n1C,0,/,-5,-1,/,/,-6
CN1C(=O)c2cccc3c(N)ccc(c23)C1=O,13,2,13,-1,15,-4,-7
C[C@H](CO)N1C[C@H](C)[C@@H](CN(C)S(=O)(=O)c2cccc(C#N)c2)OCc2ccccc2-c2c(n(C)c3ccccc23)C1=O,26,-8,9,1,/,0,-6
C[C@@H]1CN([C@H](C)CO)C(=O)c2cc(NC(=O)c3ccncc3)ccc2O[C@H]1CN(C)S(C)(=O)=O,13,5,-2,2,-31,-3,1
Cc1ccc(S(=O)(=O)N2CCC(C(=O)NNC(=O)c3ccncc3)CC2)cc1,-19,8,1,1,-1,1,2
CC(C)[C@@H](C)/C=C/[C@@H](C)[C@H]1CC[C@@H]2[C@]1(C)CCC1[C@]23C=C[C@]2(C[C@@H](O)CC[C@]12C)N(c1ccc(F)cn1)O3 (some centres not stated),-20,1,/,1,/,/,8
Cc1ccccc1Cn1c2ccccc2c2cnn(CC(=O)NCc3ccco3)c(=O)c21,1,10,-2,3,23,4,6
COc1ccc(N2C(=O)CCC2=O)cc1,/,5,/,/,1,-9,/
COc1ccc(C2=NN(C(N)=S)C(c3ccco3)C2)cc1 (configuration not stated),12,9,1,2,/,/,-20
Cc1cccc(NC(=O)c2nc[nH]c2C(=O)N[C@@H](C)C(=O)OC(C)(C)C)c1,-4,0,-5,-2,-25,1,/
CO[C@@H](C(=O)N(C)C[C@@H]1OCc2ccccc2-c2ccccc2C(=O)N([C@H](C)CO)C[C@H]1C)c1ccccc1,-5,/,1,4,/,-4,-18
CC1CCN(C(=O)c2ccc(NC(=O)c3ccccc3)cc2)CC1,1,/,2,-2,-2,-6,13
CN(C)C(=O)C[C@@H]1C[C@H]2c3cc(NS(=O)(=O)c4ccc(F)cc4)ccc3O[C@H]2[C@@H](CO)O1,/,-3,/,/,2,-2,25
CCC(=O)Nc1ccc2c(c1)C(=O)N(C)C[C@H](OC)[C@H](C)CN(C(=O)c1ccccc1F)[C@@H](C)CO2,-47,5,-4,0,0,-11,-3
OCCN1CCN(c2ncnc3c2ncn3[C@H]2CN(Cc3ccc(-c4ccccc4)cc3)C[C@@H](CO)O2)CC1,-1,16,-4,2,5,-10,10
CN(c1ccccc1)S(=O)(=O)c1cccc(NC(=O)COC(=O)C2CCCCC2)c1,-1,-12,0,-2,-11,0,8
C[C@H]1CN([C@@H](C)CO)S(=O)(=O)c2ccc(C#CC3(O)CCCC3)cc2O[C@@H]1CN(C)C(=O)c1cccnc1,-30,/,0,3,-3,6,15
C[C@@H]1CN([C@H](C)CO)C(=O)c2cc(C#CCN(C)C)cnc2O[C@@H]1CN(C)C(=O)Cc1cccnc1,9,-7,-5,-19,-13,1,4
C[C@@H]1CCCCO[C@H](CN(C)C(=O)Nc2cccc3ccccc23)[C@@H](C)CN([C@@H](C)CO)C(=O)c2cc(NC(=O)CCC(F)(F)F)ccc2O1,/,2,/,/,/,4,-2
Cc1ccc(S(=O)(=O)N(C)C)cc1NC(=O)C(C)OC(=O)CC1CC2CCC1C2 (configuration not stated),3,10,3,2,2,-9,-15
COc1ccc(C)cc1NC(=O)c1ccc2c(c1)C(=O)N(Cc1ccncc1)C2=O,3,2,-2,-4,2,0,8
C#CCSc1nnc(CSc2nc3ccccc3s2)n1-c1ccccc1,/,-8,/,/,-1,10,/
CCCCOP(=O)(OCCCC)C(O)c1ccc(N(C)C)cc1 (configuration not stated),-9,5,-3,2,22,8,0
COc1cccc(NC(=O)N[C@@H]2C=C[C@H](CC(=O)N3CCN(C)CC3)O[C@@H]2CO)c1,17,/,-8,-1,/,/,6
N#C[C@@H]1[C@@H](c2ccccc2-c2ccc(F)cc2)[C@H](CO)N1C(=O)Cc1cccnc1,4,-1,-2,-2,/,/,8
Cn1cccc1CC(=O)N/N=C\c1ccccc1,-5,-3,5,6,/,/,14
CC(=O)C1=C(C)NC(SCc2ccc(C#N)cc2)=C(C#N)C1c1ccco1 (configuration not stated),-2,4,-3,-2,/,/,-12
O=C(CCCCn1c(=O)[nH]c2ccccc2c1=O)NCCc1c[nH]c2ccccc12,3,-8,1,-3,-1,3,2
C[C@@H]1CCCCO[C@@H](CN(C)Cc2ccc(C(F)(F)F)cc2)[C@H](C)CN([C@@H](C)CO)C(=O)c2cc(NC(=O)CCC(F)(F)F)ccc2O1,5,/,1,1,?,4,21
COc1ccccc1CNS(=O)(=O)c1cc(CN2C(=O)c3cccnc3C2=O)ccc1OC,-20,12,-3,0,-6,-6,5
Cc1noc(C)c1NC(=O)N(C)C[C@@H]1Oc2cc(Br)ccc2S(=O)(=O)N([C@H](C)CO)C[C@@H]1C,0,9,-1,3,1&-1,-3&-2,20&-14
Cc1ccc(S(=O)(=O)Nc2cccc3c2O[C@@H](CN(C)S(=O)(=O)c2ccc(C)cc2)[C@@H](C)CN([C@@H](C)CO)C3=O)cc1,-9,/,1,-3,-1,-3,20
CCOC(=O)CNC(=O)CSc1nnc(NC(=O)c2ccccc2Cl)s1,-5,-2,-1,-1,-5,13,22
Cc1ccc(NC(=O)CN2C(=O)NC3(CCCCCC3)C2=O)cc1Cl,-1,3,-10,-1,4,8,-10
C[C@H]1CN([C@@H](C)CO)C(=O)Cc2cc(NS(=O)(=O)c3cn(C)cn3)ccc2O[C@@H]1CN(C)CC1CCCCC1,-3,/,3,0,10,2,3
Cn1cnnc1SCC(C)(C)NS(=O)(=O)c1ccc(Cl)cc1,8,-4,-4,-2,-2,-7,-1
